High-throughput results (PubChem)
D1 antag = Antagonist of Human D 1 Dopamine Receptor: qHTS; 360,000 tested, 3.2% active; activity change, negative = inhibition, % at 10 µM; HEK293 TREx D1 cells, calcium flux, dopamine EC80; hits give low values; D(1A) dopamine receptor (Homo sapiens), P21728; in the data active means activity change below about -30%; further: on the % scale 0 is the no-effect control and ±100 the full control effect
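Calcium flux readout: force-coupled, inducible Hek293 Trex D1 line, cells induced overnight at 30 C with tetracycline, dye-loaded 30–90 min at RT. Antagonism scored against EC80 dopamine challenge given 180 s after compound.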
RXFP1 antag = qHTS Assay for Antagonists of the Relaxin Receptor RXFP1 | HEK293-RXFP1, relaxin-stimulated cAMP HTRF, 30 min; hits give low values | activity change, negative = inhibition, % at 57.5 µM | AID 1259400, 2018 | 350,000 tested, 0.59% active | Relaxin receptor 1 (Homo sapiens), Q9HBX9;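 active means activity change of -60% or lower, but not beyond a set lower limit; inconclusive means change between -60% and -40%, or beyond the set limit; inactive means change above -40%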; further: on the % scale 0 is the no-effect control and ±100 the full control effect
TRHR ag = qHTS for Small Molecule Agonists and Allosteric Enhancers of Human TRH Receptor: Primary Screen for Agonists. TRHR cells, calcium flux fluo-8, FDSS agonist mode. 360,000 tested, 0.18% active. Thyrotropin-releasing hormone receptor (Homo sapiens), P34981. activation, % at 2 µM; in the data active means activation above about 30%; further: 0% is about no effect
Target sequence (P34981 whole entry, looked up): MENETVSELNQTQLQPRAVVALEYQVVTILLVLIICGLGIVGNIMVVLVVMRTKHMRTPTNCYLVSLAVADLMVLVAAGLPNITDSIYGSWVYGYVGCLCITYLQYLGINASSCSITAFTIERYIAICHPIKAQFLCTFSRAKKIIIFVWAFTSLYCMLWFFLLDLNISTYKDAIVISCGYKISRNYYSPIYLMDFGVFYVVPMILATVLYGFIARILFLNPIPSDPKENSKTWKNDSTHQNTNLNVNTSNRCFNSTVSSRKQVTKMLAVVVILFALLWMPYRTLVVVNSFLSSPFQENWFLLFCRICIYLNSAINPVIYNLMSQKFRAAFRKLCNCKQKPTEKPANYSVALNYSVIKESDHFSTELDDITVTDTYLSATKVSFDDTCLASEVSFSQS
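Agonist-mode FDSS calcium read (Ex 480/Em 530, 1 s cycles) in 1536-well TRHR cells with fluo-8 dye, after 10-cycle baseline and 23 nL compound addition; TRH at EC20 (10 nM final) added afterwards for the enhancer phase.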
TRHR PAM = qHTS for Small Molecule Agonists and Allosteric Enhancers of Human TRH Receptor: Primary Screen for Enhancers; TRHR cells, fluo-8 calcium fluorescence, EC20 TRH enhancement; enhancement, % at 2 µM; 360,000 tested, 0.66% active; in the data active means enhancement above about 30%; further: 0% is about no effect
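TRHR-expressing cells loaded with fluo-8 calcium dye were read kinetically (ex 480/em 530) during compound addition, then stimulated with an EC20 of TRH (10 nM final). Enhancement of the Gq-mediated intracellular calcium response was scored.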
D1 PAM = Potentiators of Human D1 Dopamine Receptor: qHTS | D(1A) dopamine receptor (Homo sapiens), P21728 | HEK293 TREx D1 cells, calcium flux, dopamine EC20 potentiation | potentiation, % at 10 µM | 360,000 tested, 0.036% active | AID 504651, 2011; in the data active means potentiation above about 30%; further: 0% is about no effect
Apoferritin bind = qHTS Assay for Identification of Novel General Anesthetics; apoferritin/1-aminoanthracene competitive binding, fluorescence; Potency, µM (doses to about 77.5 µM), for inactives: at the highest dose activity change, negative = displacement, usual class: inhibitors; 350,000 tested, 0.074% active; AID 485281, 2010; further: potency means the concentration at half of the fitted maximal effect; on the % scale 0 is the no-effect control and ±100 the full control effect; nearly all actives have a fitted effect of over 20% in size
Target sequence (P02791 2-175 limits assumed): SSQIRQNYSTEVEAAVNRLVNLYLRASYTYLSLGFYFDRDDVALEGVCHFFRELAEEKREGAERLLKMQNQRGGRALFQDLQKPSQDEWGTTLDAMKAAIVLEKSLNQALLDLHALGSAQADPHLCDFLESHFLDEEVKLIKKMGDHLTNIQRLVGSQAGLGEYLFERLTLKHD
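Apoferritin-based anesthetic binding model; compound displacement of fluorescent 1-AMA measured as endpoint fluorescence after 10 minutes at room temperature, scaled to free-ligand and complex controls.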
D2 potentiator = HTS Assay for Positive Allosteric Modulators of the Human D2 Dopamine Receptor: Primary Screen for Potentiators; potentiation, % at 10 µM; HEK293 T-REx D2, calcium flux, EC20 dopamine potentiation; D(2) dopamine receptor (Homo sapiens), P14416; AID 485347, 2010; 340,000 tested, 0.34% active;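 active means potentiation over 3 SD above the plate norm, cut at about 30% in these data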; further: 0% is about no effect
Target sequence (P14416 whole entry, looked up): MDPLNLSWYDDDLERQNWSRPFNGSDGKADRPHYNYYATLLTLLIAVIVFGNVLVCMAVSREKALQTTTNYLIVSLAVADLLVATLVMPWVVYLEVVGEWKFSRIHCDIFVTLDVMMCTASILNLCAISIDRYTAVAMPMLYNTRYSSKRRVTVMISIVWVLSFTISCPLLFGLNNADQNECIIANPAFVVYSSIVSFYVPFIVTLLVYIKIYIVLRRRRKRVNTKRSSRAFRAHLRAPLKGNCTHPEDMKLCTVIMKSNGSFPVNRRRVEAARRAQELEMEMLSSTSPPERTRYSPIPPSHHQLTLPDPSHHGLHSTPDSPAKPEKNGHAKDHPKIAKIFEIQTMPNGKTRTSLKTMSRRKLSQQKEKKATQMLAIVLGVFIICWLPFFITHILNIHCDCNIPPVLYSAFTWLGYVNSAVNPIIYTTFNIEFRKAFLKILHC
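Tetracycline-induced HEK293 T-REx cells force-coupled to calcium signalling expressed D2; compounds were pin-added after a 10 s baseline, read kinetically 180 s, then an EC20 dopamine challenge followed with a further 180 s calcium read.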
RXFP1 agonist = qHTS Assay for Agonists of the Relaxin Receptor RXFP1. Relaxin receptor 1 (Homo sapiens), Q9HBX9. HEK293T-RXFP1 cAMP TR-FRET, 30 min; response scale: percent of porcine relaxin response, buffer zero. 370,000 tested, 0.3% active. Potency, µM (titrated, usually from 57.5 µM), without a hit: at the top dose activation, usual class: activators; further: potency means the concentration at half of the fitted maximal effect; on the % scale 0 is the no-effect control and ±100 the full control effect; nearly all actives have a fitted effect of over 60% in size; many of its hits are not listed in these tables
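cAMP rise read by TR-FRET after 30 min, 37C compound exposure (up to 58 uM) in RXFP1-transfected HEK293 cells with Ro 20174 present. EC50 from Hill-equation fits, with 29 nM porcine relaxin as 100% and buffer as basal.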
D1 ag = Allosteric Agonists of the Human D1 Dopamine Receptor: qHTS | activation, % at 2 µM | HEK293 T-REx D1 cells, calcium flux, agonist mode | 360,000 tested, 1% active | AID 504660, 2011; in the data active means activation above about 30%; further: 0% is about no effect
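Inducible HEK293 T-REx D1 cells, force-coupled to calcium signalling, were plated at 4000 cells/well with tetracycline and held overnight at 30 C. After no-wash calcium dye loading, compound-evoked calcium rise over 180 s flagged agonists.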
Numbers without * were called inactive; ? = inconclusive; . = not tested or not shown; & = joins results of further samples; [ ] = dose if it differs, or a comment. Unless noted, the call rests on the fitted dose curve; in most records, active means well fitted curve in the direction sought with a large enough effect; inconclusive means small, poorly fitted or top-dose-only effect, or another doubt; inactive means no such curve, though single readings can be large; an effect the other way counts as inactive or inconclusive. Some of the compounds tested, so the mix of outcomes need not match the whole.

item	canonical_smiles	D1 antag	RXFP1 antag	TRHR ag	TRHR PAM	D1 PAM	Apoferritin bind	D2 potentiator	RXFP1 agonist	D1 ag
1	CCN(CC)c1ccc2cc(C(N)=O)/c(=N\NC(=O)c3ccncc3)oc2c1	-21	3	82*	14	-4	-15%	.	0.7%	69*
2	COc1ccc(N2CC(C(=O)OCC(=O)c3ccc(C)cc3)CC2=O)cc1 (configuration not stated)	-10	2	-1.7	-1	2	-20%	-3	0.1%	4
3	Cc1ccc(NC(=O)COc2cccc(Oc3ccccc3)c2)cc1S(=O)(=O)N1CCOCC1	0	-1	1.1	0	.	.	-4	0.7%	14
4	CC1(C)NC(=O)N(CCOCCSc2ccccc2)C1=O	-11	11	-0.1	4	9	-7%	6	2.5%	2
5	O=C(COc1ccccc1/C=C\c1nc(O)c([N+](=O)[O-])c(=O)[nH]1)Nc1ccccc1	-6	9	-0.7	0	4	-2%	-1	-0.1%	6
6	O=C1c2ccccc2C(Nc2ccc(F)cc2F)N1CCN1CCOCC1 (configuration not stated)	-4	-3	0.0	-5	0	-4%	8	5.4%	2
7	O=C(O)c1cc(-c2ccco2)nc2ccccc12	-8	.	0.0	-12	-2	42%&38%[activator]	-9	7.0%	1
8	Cc1sc2nc(SCC(=O)C(C)(C)C)n(Cc3ccco3)c(=O)c2c1C	-20	30	1.5	-7	1	-6%	18	2.2%	1
9	C[C@@H](NC(=O)c1nc[nH]c1C(=O)N[C@@H](Cc1ccccc1)C(=O)OC(C)(C)C)c1ccccc1	-11	.	0.8	0	-3	?	-3	2.6%	6
10	COc1ccc2c(c1)C(=O)C(=O)N2CC1COc2ccccc2O1 (configuration not stated)	-3	-12	3.1	-9	-5	-10%	3	0.5%	-1
11	COc1cccc(-n2nnc3c(=O)n(CC(=O)N4CCCCC4)cnc32)c1	-24	-2	-0.1	1	2	-17%	-2	1.9%	0
12	CCCCc1nc2cc(C(=O)NC(C)c3cnn(C)c3)ccc2o1 (configuration not stated)	11	5	-0.4	-3	0	-3%	-2	-1.4%	0
13	COc1ccc(NC(=O)CC2C(=O)N(c3ccccc3)C(=O)N2CCC2=CCCCC2)cc1 (configuration not stated)	3	.	0.3	-6	-2	-2%	-16	-0.3%	-2
14	CCOC(=O)CN1C(=O)C(=O)c2cccc(C)c21	10	.	-0.3	3	3	-5%	7	-0.3%	1
15	COc1ccc(Cl)cc1Nc1nc(N2CCCC2)nc(N2CCCC2)n1	4	.	1.0	-4	1	-5%	9	3.8%	2
16	CC(NC(=O)CN1CCCC1)c1ccccc1 (configuration not stated)	15	4	0.1	0	-2	0%	-2	-1.7%	0
17	COc1ccc(-c2ccnc(-c3ccncc3)n2)cc1	-26	-23	-0.4	7	-3	3%	20	0.0%	0
18	CC1Cc2cc(/C(O)=C3/C(=O)C(=O)N(CCCN4CCOCC4)C3c3ccc(C(C)C)cc3)ccc2O1 (configuration not stated)	-11	-3	-1.4	-4	4	-19%	2	27%	2
19	O=C(O)CC/C(=N\NC(=O)CNC(=O)c1cccc(Cl)c1)c1ccccc1	-11	?	0.0	-4	-8	?	-3	0.5%	4
20	COC(=O)C(C)n1cnc2c(cnn2-c2ccc(Cl)cc2)c1=O (configuration not stated)	-6	-9	0.2	-4	-5	4%	.	0.1%	9

Some of the entries so far, in transposed form.
8	Cc1sc2nc(SCC(=O)C(C)(C)C)n(Cc3ccco3)c(=O)c2c1C
9	C[C@@H](NC(=O)c1nc[nH]c1C(=O)N[C@@H](Cc1ccccc1)C(=O)OC(C)(C)C)c1ccccc1
10	COc1ccc2c(c1)C(=O)C(=O)N2CC1COc2ccccc2O1 (configuration not stated)
11	COc1cccc(-n2nnc3c(=O)n(CC(=O)N4CCCCC4)cnc32)c1
12	CCCCc1nc2cc(C(=O)NC(C)c3cnn(C)c3)ccc2o1 (configuration not stated)
assay / compound | 8 | 9 | 10 | 11 | 12
D1 antag | -20 | -11 | -3 | -24 | 11
RXFP1 antag | 30 | . | -12 | -2 | 5
TRHR ag | 1.5 | 0.8 | 3.1 | -0.1 | -0.4
TRHR PAM | -7 | 0 | -9 | 1 | -3
D1 PAM | 1 | -3 | -5 | 2 | 0
Apoferritin bind | -6% | ? | -10% | -17% | -3%
D2 potentiator | 18 | -3 | 3 | -2 | -2
RXFP1 agonist | 2.2% | 2.6% | 0.5% | 1.9% | -1.4%
D1 ag | 1 | 6 | -1 | 0 | 0

Next records:
item	canonical_smiles	D1 antag	RXFP1 antag	TRHR ag	TRHR PAM	D1 PAM	Apoferritin bind	D2 potentiator	RXFP1 agonist	D1 ag
21	Cn1c(=O)oc2cc(S(=O)(=O)N3CCCC(C(=O)N4CCN(c5ccc(F)cc5)CC4)C3)ccc21 (configuration not stated)	-17	.	0.0	-10	-3	3%	-5	0.5%	11
22	Cc1ccc(NC(=O)CC2C(=O)N(Cc3ccccc3)C(=S)N2NC(=O)c2ccccc2)c(C)c1 (configuration not stated)	-3	-31	0.6	-12	1	-8%	-5	-0.7%	10
23	CN(C)S(=O)(=O)c1ccc(Cl)c(NC(=O)CN2CCNC(=O)C2)c1	6	-4	0.0	3	2	-2%	.	6.0%	10
24	CC1(C)Cc2c(sc(NC(=O)C(C)(C)C)c2C#N)C(C)(C)N1	16	-11	0.0	-1	-7	6%	3	0.1%	-2
25	O=C(Nc1ccccc1)c1ccccc1OS(=O)(=O)c1ccccc1	-4	-4	0.1	4	-4	-5%	9	-0.5%	0
26	Cc1ccc(NS(=O)(=O)c2ccc(-n3cccn3)cc2)c(Br)c1	-3	8	0.7	4	-3	-10%	6	0.3%	5
27	CCNC(=O)C1CCCN(c2nn3cc(-c4ccc(C)cc4)nc3s2)C1 (configuration not stated)	-1	-9	0.1	-7	-1	-2%	-11	-0.6%	-1
28	C/C(=N/Nc1ncc(C(F)(F)F)cc1Cl)c1ccncc1	-18	-4	0.9	18	-4	?	12	-1.9%	3
29	CN(C)Cc1c(C(=O)N/N=C/c2ccoc2)nnn1-c1nonc1N	4	2	1.0	0	5	-3%	10	2.6%	1
30	O=C(Nc1ccc2c(c1)OCO2)c1ccc(N2C(=O)c3ccccc3C2=O)cc1	-1	-11	-1.4	3	-5	11%	15	0.5%	1
31	CC(=O)c1cc2c(cc1NC(=O)CSc1nc3ccc(C)cc3[nH]1)OCO2	-2	-3	-1.7	0	-4	2%	12	0.9%	1
32	O=C(N/N=C\c1c(O)ccc2ccccc12)c1ccc(Cn2cccn2)o1	-30*	2	10	1	-3	315%[activator]	2	0.4%	29
33	CC(=O)Nc1ccc(OCC(O)Cn2cccn2)cc1 (configuration not stated)	-35*	3	-0.2	-7	3	-4%	-8	-0.7%	1
34	O=[N+]([O-])c1ccc(Cl)c(CN2CCC(O)CC2)c1	-4	-13	0.6	4	7	9%	4	0.1%	-1
35	CCc1ccccc1Nc1cc(C(=O)NCc2ccccn2)c2ccccc2n1	-2	3	-0.8	1	-1	?	1	-0.1%	2
36	CN(CC(=O)Nc1cccc(C(F)(F)F)c1)S(=O)(=O)c1cccs1	-19	.	-2.2	8	0	-10%	-3	1.2%	4
37	CC(C)N1CCN(Cc2cnc(N3CCCC3)s2)CC1CCO (configuration not stated)	-10	15	0.2	10	-5	-4%	15	1.5%	1
38	Nc1ncc(-c2nnnn2-c2ccc(Cl)cc2)c(-c2ccc(Cl)cc2)n1	21	2	1.9	0	5	-20%	-8	1.9%	4
39	CC(C)(C)n1nnnc1C(c1ccc(Cl)cc1)N1CCCc2ccccc21 (configuration not stated)	7	1	0.0	-7	-10	1%	4	-1.0%	2
40	CCOc1ccc(S(=O)(=O)Nc2nc3ccccc3nc2Cl)cc1	-13	14	-0.5	0	-3	-1%	-3	?	4

Quoted from the listing:
TRHR PAM with cpd 29 = 0
D1 ag with cpd 40 = 4
D1 antag with cpd 26 = -3
RXFP1 agonist with cpd 28 = -1.9%
D2 potentiator with cpd 24 = 3
RXFP1 antag with cpd 22 = -31
RXFP1 agonist with cpd 38 = 1.9%

Filtered by structure: the entries above with a nitro group on carbon
item	canonical_smiles	D1 antag	RXFP1 antag	TRHR ag	TRHR PAM	D1 PAM	Apoferritin bind	D2 potentiator	RXFP1 agonist	D1 ag
5	O=C(COc1ccccc1/C=C\c1nc(O)c([N+](=O)[O-])c(=O)[nH]1)Nc1ccccc1	-6	9	-0.7	0	4	-2%	-1	-0.1%	6
34	O=[N+]([O-])c1ccc(Cl)c(CN2CCC(O)CC2)c1	-4	-13	0.6	4	7	9%	4	0.1%	-1

Other structures follow.
item	canonical_smiles	D1 antag	RXFP1 antag	TRHR ag	TRHR PAM	D1 PAM	Apoferritin bind	D2 potentiator	RXFP1 agonist	D1 ag
41	CCOc1ccc(CCNC(=O)Cc2ccc(S(=O)(=O)N3CCOCC3)s2)cc1OCC	0	-20	-0.3	0	-2	.	-10	-0.5%	1
42	Cc1nnc(SC(C)C(=O)Nc2sc3c(c2C#N)CCCC3)[nH]c1=O (configuration not stated)	-13	4	-2.9	5	-13	-11%	13	1.0%	3
43	CC(/C=C/C=C/c1ccccc1)=N/NC(=O)CNc1ccccc1C	-2	.	0.7	-6	-1	-11%	6	-0.3%	6
44	Cc1ccc(-c2cc(C(=O)NC(C)c3ccccc3)c3ccccc3n2)cc1C (configuration not stated)	6	-15	0.4	7	1	-10%	11	4.5%	0
45	O=C(c1cc(-n2cnnc2)ccc1Cl)N1CCN(c2nc(-c3ccccc3)cs2)CC1	-8	-16	0.1	-5	-7	2%	16	0.0%	4
46	CC(C)(C)NC(=O)CN(Cc1cccs1)C(=O)C1COc2ccccc2O1 (configuration not stated)	-1	-7	-0.7	3	1	-11%	10	0.9%	0

Records listed above that bear a hit mark in TRHR ag.
item	canonical_smiles	D1 antag	RXFP1 antag	TRHR ag	TRHR PAM	D1 PAM	Apoferritin bind	D2 potentiator	RXFP1 agonist	D1 ag
1	CCN(CC)c1ccc2cc(C(N)=O)/c(=N\NC(=O)c3ccncc3)oc2c1	-21	3	82*	14	-4	-15%	.	0.7%	69*
